Screening data (PubChem)
APOBEC3G inh: APOBEC3G DNA deaminase inhibitors, primary screen, biochemical, fluorescence, single-stranded DNA substrate, uHTS. recombinant A3G, ssDNA deamination FAM/TAMRA fluorescence. AID 493012, 2011. inhibition, % at 20 µM. 330,000 compounds, 0.28% hits. DNA dC->dU-editing enzyme APOBEC-3G (Homo sapiens), Q9HC16;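 active = inhibition of at least 40% at 20 µM, with no more than 30% in the related APOBEC3A deaminase screen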;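 note: plate controls were DMSO wells with A3G for no effect and wells lacking A3G enzyme for full effect; some compounds called inactive have numbers as strong as hits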
Target sequence (Q9HC16 whole entry, looked up): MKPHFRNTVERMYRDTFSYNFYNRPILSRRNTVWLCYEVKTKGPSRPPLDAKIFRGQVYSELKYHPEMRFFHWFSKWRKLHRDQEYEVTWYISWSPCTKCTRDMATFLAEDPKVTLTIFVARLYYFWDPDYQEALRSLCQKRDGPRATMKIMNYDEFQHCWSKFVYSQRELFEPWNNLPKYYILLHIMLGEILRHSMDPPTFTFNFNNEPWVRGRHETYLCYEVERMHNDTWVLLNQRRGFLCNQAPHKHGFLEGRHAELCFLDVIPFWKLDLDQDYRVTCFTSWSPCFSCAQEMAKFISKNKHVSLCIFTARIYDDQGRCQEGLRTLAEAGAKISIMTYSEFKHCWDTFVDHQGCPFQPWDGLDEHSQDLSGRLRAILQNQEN
EBI2 block: EBI2 receptor antagonists, beta-arrestin recruitment, primary screen, cell-based, luminescence, 7a,25-OHC stimulation, uHTS; 7a,25-OHC stimulated; inhibition, % at 5 µM; 360,000 compounds, 0.81% hits; AID 651636, 2012; in the data active = inhibition above about 38%;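 note: enzyme fragment complementation signal reports receptor beta-arrestin coupling in cells; 0% = agonist plus DMSO wells and 100% = wells without agonist; some results beyond the cut were filed as inactive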
MPTP block: mitochondrial permeability transition pore inhibitors, primary screen, biochemical, isolated mouse mitochondria, absorbance | Ca2+ swelling absorbance, 30 min | AID 602449, 2012 | inhibition, % at 10 µM | 360,000 compounds, 1.4% hits;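 active = inhibition of 50% or more, scaled per plate between neutral and stimulator controls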;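 note: 0% = DMSO wells given calcium and 100% = 1 mM EGTA wells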
APOBEC3A inh: APOBEC3A ssDNA deaminase inhibitors, primary screen, selectivity assay for APOBEC3G inhibitor project, biochemical, FAM/TAMRA oligo cleavage fluorescence; DNA dC->dU-editing enzyme APOBEC-3A (Homo sapiens), P31941; recombinant A3A, FAM/TAMRA ssDNA deamination fluorescence; inhibition, % at 20 µM; 330,000 compounds, 0.41% hits;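 active = at least 40% inhibition at 20 µM here, with at most 30% in a related deaminase screen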;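 note: plate controls were A3A with DMSO for no effect and wells lacking A3A enzyme for full effect; some results filed as inactive read as strong as hits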
Target sequence (P31941 whole entry, looked up): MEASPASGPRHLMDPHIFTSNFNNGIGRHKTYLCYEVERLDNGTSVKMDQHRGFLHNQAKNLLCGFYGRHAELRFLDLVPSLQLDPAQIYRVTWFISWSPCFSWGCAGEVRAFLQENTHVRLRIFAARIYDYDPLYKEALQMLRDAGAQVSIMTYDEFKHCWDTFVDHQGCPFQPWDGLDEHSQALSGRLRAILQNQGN
CCR6 antag: CCR6 receptor antagonists, primary screen, cell-based, CHO-K1, luminescence, beta-arrestin, uHTS; 340,000 compounds, 0.49% hits; CHO-K1 CCR6 PathHunter beta-arrestin, CCL20-stimulated; C-C chemokine receptor type 6 (Homo sapiens), P51684; inhibition, % at 20 µM;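 active = compounds whose inhibition of the agonist-driven luminescence signal at 20 µM reaches about 50%, limit read from the data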;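 note: cells stimulated with CCL20 at 14 nM final; plate controls were DMSO with CCL20 for no effect and DMSO without agonist for full effect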
Target sequence (P51684 whole entry, looked up): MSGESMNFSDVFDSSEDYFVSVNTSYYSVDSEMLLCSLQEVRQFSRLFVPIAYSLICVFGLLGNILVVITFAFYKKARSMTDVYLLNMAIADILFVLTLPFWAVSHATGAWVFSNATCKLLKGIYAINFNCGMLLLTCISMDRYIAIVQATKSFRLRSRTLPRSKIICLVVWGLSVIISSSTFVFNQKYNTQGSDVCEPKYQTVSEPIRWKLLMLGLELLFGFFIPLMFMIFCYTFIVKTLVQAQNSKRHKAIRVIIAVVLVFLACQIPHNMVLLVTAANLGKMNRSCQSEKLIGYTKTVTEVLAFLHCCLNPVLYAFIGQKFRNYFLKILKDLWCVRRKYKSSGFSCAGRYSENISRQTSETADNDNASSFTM
CXCR6 inh: CXCR6 receptor inhibitors, primary screen, cell-based, beta-arrestin, luminescence, CHO-K1 PathHunter, 1536-well. 360,000 compounds, 0.36% hits. inhibition, % at 20 µM. C-X-C chemokine receptor type 6 (Homo sapiens), O00574; in the data active = inhibition above about 34%, passing the limit was not always enough;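 note: antagonist mode with CXCL16 agonist at 10 nM final; 0% = 10 nM CXCL16 with DMSO and 100% = unstimulated wells without agonist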
Gli-Sufu block: Gli-Sufu pathway antagonists, primary screen, luciferase luminescence, Sufu-KO-LIGHT cells, uHTS; Sufu-KO-LIGHT fibroblasts, Gli luciferase reporter luminescence; inhibition, % at 5 µM; 340,000 compounds, 0.74% hits;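 active = inhibition above about 55%, limit read from the data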;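 note: 0% = DMSO-treated cells and 100% = wells with medium but no cells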
GRIN3A LBD mod: binders of NR3A ligand-binding domain, primary screen, biophysical, differential scanning fluorimetry, uHTS | Glutamate receptor ionotropic, NMDA 3A (GRIN3A) ligand-binding domain | NR3A LBD differential scanning fluorimetry, Tm shift; 0% = protein alone, 100% = glycine-bound protein | Tm shift relative to glycine control, % at 25 µM | 340,000 compounds, 2.5% hits | AID 1259313, 2017;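 active = melting temperature shift of at least 10% of the positive control shift, at one fixed dose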
An asterisk follows results filed as active; / = not tested or not shown.

item	SMILES	APOBEC3G inh	EBI2 block	MPTP block	APOBEC3A inh	CCR6 antag	CXCR6 inh	Gli-Sufu block	GRIN3A LBD mod
1	Clc1ccc2c(NCc3ccccn3)ncnc2c1	-1	-4	-2.3	0	-8	4	4	-2
2	CCN(CC)CCCn1c(SCC(=O)NCC2CCCO2)nc2ccccc2c1=O (centres undefined)	-1	-2	0.4	3	18	5	0	-1
3	CN1CCN(CC(=O)Nc2nc3c(s2)CCCC3)CC1	-5	-10	-3.0	-3	-1	-1	5	-2
4	CC[n+]1c(/C=C/c2ccc(OC)c(OC)c2)ccc2ccccc21	-14	1	0.4	79*	6	5	-51	1
5	CCSC1(SCC)N=C(N)C2(C#N)C(c3ccc(OC)c(OC)c3OC)C12C#N (centres undefined)	-3	21	-2.1	-1	58*	39	9	-1
6	c1n[nH]c(NC2=NCCC2)n1	-2	-16	-1.4	2	-5	-10	-2	4
7	Cc1ccc(C(=O)c2c(NC(=O)c3ccccc3C)sc(C)c2C)cc1	2	25	2.7	1	29	-2	-5	4
8	COC(=O)c1cc(Cl)c(NC(=O)c2cc(OC)c(OC)c(OC)c2)cc1OC	-3	-7	-1.5	0	-2	2	7	-1
9	CC(C)N1C(=O)CC(Nc2ccc(N3CCOCC3)cc2)C1=O (centres undefined)	0	-7	1.3	0	-1	5	-21	1
10	COc1ccccc1C(=O)NCCCCNC(=O)c1ccccc1OC	-10	1	2.0	-4	4	7	6	1
11	Cc1cc(C)nc(Sc2ccc(C=O)cc2[N+](=O)[O-])n1	-2	-20	-3.8	1	-6	-6	-1	2
12	COc1ccc(CCN(C)c2ccc(C(N)=O)cc2[N+](=O)[O-])cc1OC	-4	2	-0.1	4	18	1	-16	-1
13	CC(C)(C)C(=O)N1CCN(c2nc3ccccc3o2)CC1	-3	-7	-1.4	-2	10	3	-23	-2
14	COc1ccc(S(=O)(=O)N2CCN(C)CC2)c(C)c1	-3	3	10	-3	16	0	3	1
15	COc1ccc(CN2CC(=O)N(c3ccc(C)cc3)C2=S)cc1OC	3	-11	0.3	1	5	-3	1	-2
16	CCOC(=O)N1CCN(C(=O)CSc2ccc(-c3ccccc3)nn2)CC1	-2	-14	-0.6	-8	-1	6	-28	0
17	CC12CCCCC1(O)[N+](=O)C1=C(CCCC1)N2[O-] (centres undefined)	3	-2	-1.4	3	-2	-1	-7	3
18	CCCCNC(=O)c1ccccc1SCC(=O)NC1CCCCCCC1	-5	5	0.3	-3	14	6	10	2
19	CC1=NN(C(=O)c2csc(C)c2C)C(O)(C(F)(F)F)C1 (centres undefined)	3	-24	1.9	-1	-1	1	3	-1
20	Clc1ccc(/C=N/Nc2nc(Cl)nc3ccccc23)cc1	-3	-13	2.0	-2	-8	0	-88	2
21	O=C(Cc1ccc(F)cc1)N[C@@H]1c2ccccc2CC[C@@H]1O	2	0	-0.4	-1	1	5	1	5
22	Cc1nc2nc(-c3ccccc3)nn2c(C)c1Cl	-3	-23	-1.0	-1	6	0	-6	0
23	CN(Cc1cccs1)C(=O)c1cc(S(=O)(=O)N2CCOCC2)ccc1N1CCCC1	-6	4	3.0	4	9	0	1	1
24	Cc1sc2ncn(CC(=O)NCC(=O)N3CCN(c4ccccc4F)CC3)c(=O)c2c1C	-5	-14	1.9	-3	8	0	-1	0
25	COc1ccc(C(=O)Nc2nnc(S(=O)(=O)N3CCC(C)CC3)s2)cc1OC	-7	-2	-1.2	-6	-2	8	0	-1
26	CNc1nc(SCC(=O)Nc2ccc(Cl)c(Cl)c2)nc(N2CCOCC2)n1	-2	-3	0.7	9	7	3	19	-4
27	CN(C)S(=O)(=O)c1ccc(C(=O)OCCN=C2NS(=O)(=O)c3ccccc32)cc1	-10	-5	-1.6	-5	8	-8	6	0
28	Cc1ccc(C(C)C)c(OCC(O)CN2CCN(CCO)CC2)c1 (centres undefined)	-6	2	-0.1	-2	-8	-18	-30	0
29	CCOC(=O)c1c(NC(=O)COC(=O)c2cnc(C)cn2)sc(C(=O)N(C)C)c1C	20	-3	-0.3	0	1	-3	-8	0
30	O=C(CN1C(=O)C(=O)N(CCC2=CCCCC2)C1=O)Nc1ccc(F)cc1F	-6	-8	1.4	-5	0	-5	-1	-7
31	CC(Nc1ccc2c(c1)OCCO2)C(=O)N1CCc2ccccc21 (centres undefined)	-3	-5	0.3	1	4	-1	3	0
32	CC(Sc1nncn1-c1ccccc1)C(=O)Nc1cccc([N+](=O)[O-])c1 (centres undefined)	-4	-10	0.3	-2	14	0	-1	1
33	O=C(Nc1ccc(F)cc1F)N1CCN(C/C=C/c2ccccc2)CC1	0	19	-0.7	2	-3	0	-6	-1
34	COc1ccc(CCNC(=O)c2ccc(CNS(=O)(=O)c3cc(C)ccc3C)cc2)cc1OC	-2	10	-2.9	-2	4	-8	3	-8
35	O=C(CSc1nc(-c2ccco2)cc(C(F)(F)F)n1)Nc1ccc(C(=O)N2CCCCC2)cc1	-7	-4	54*	-3	8	7	27	-7
36	CC(C)COc1ccc(CN=C(N)N=C(N)N)cc1Cl	-9	1	-2.9	-2	13	0	16	-2

[37] Cc1ccc(N2CC(C(=O)NCc3ccccn3)CC2=O)cc1 (centres undefined)
[38] Cc1cc(C)c(C)c(S(=O)(=O)N2CCC(C(=O)Nc3ccncc3)CC2)c1C
[39] CC(C)OCC(O)CN1CCN(C(c2ccccc2)c2ccccc2)CC1 (centres undefined)
[40] COc1cc(-c2cc(C(F)(F)F)n3ncc(C(=O)O)c3n2)cc(OC)c1OC
[41] Cc1ccc(-c2nnn(CC(=O)N(c3cccc(F)c3)C(C(=O)NC3CCCC3)c3ccco3)n2)o1 (centres undefined)
[42] O=C(COC(=O)c1ccc(O)cc1)Nc1ncc(Cl)cc1Cl
assay / compound	37	38	39	40	41	42
APOBEC3G inh	-6	-6	-3	-3	-3	-8
EBI2 block	6	-1	-6	1	0	3
MPTP block	-0.5	0.6	0.2	3.4	-3.1	-1.2
APOBEC3A inh	-1	-4	0	0	-1	-1
CCR6 antag	-2	8	11	6	0	4
CXCR6 inh	3	-12	-7	7	2	5
Gli-Sufu block	-5	16	77*	-5	20	-5
GRIN3A LBD mod	-4	-2	-3	1	3	0

[43] CCCn1c(N)c(N(CCOC)C(=O)C(C)Oc2ccc(F)cc2)c(=O)[nH]c1=O (centres undefined)
[44] CCOc1ccc2nc(NS(=O)(=O)c3cccs3)sc2c1
[45] CCc1nc2ccccc2n1Cc1ccc(OC)c(OC)c1
[46] CN1/C(=C/C(=O)COC(=O)C2COc3ccccc3O2)C(C)(C)c2ccccc21 (centres undefined)
[47] COc1ccc(-c2[nH]c(-c3ccccc3)nc2SCC(=O)NCc2ccco2)cc1OC
[48] CS(=O)(=O)N(CC(=O)N1CCN(Cc2ccccc2)CC1)c1ccc(F)cc1
assay / compound	43	44	45	46	47	48
APOBEC3G inh	-9	-6	-7	/	-6	-1
EBI2 block	-7	9	4	-7	7	-1
MPTP block	-1.1	-0.8	-1.8	-2.1	-0.3	-0.2
APOBEC3A inh	1	-5	-9	/	-4	-4
CCR6 antag	-1	-11	3	-19	6	2
CXCR6 inh	1	-17	-6	-2	0	-2
Gli-Sufu block	-2	-21	-15	2	6	-7
GRIN3A LBD mod	0	-3	-3	2	3	1

A second format for some results above.
Each structure is followed by: APOBEC3G inh | EBI2 block | MPTP block | APOBEC3A inh | CCR6 antag | CXCR6 inh | Gli-Sufu block | GRIN3A LBD mod
#48 CS(=O)(=O)N(CC(=O)N1CCN(Cc2ccccc2)CC1)c1ccc(F)cc1
  -1 | -1 | -0.2 | -4 | 2 | -2 | -7 | 1
#45 CCc1nc2ccccc2n1Cc1ccc(OC)c(OC)c1
  -7 | 4 | -1.8 | -9 | 3 | -6 | -15 | -3

New compounds follow:
[49] CCc1[nH]nc2c1C(c1ccc(Br)s1)C(C#N)=C(N)O2 (centres undefined)
[50] Cn1cc(Br)c(C(=O)NNC(=O)Nc2ccccc2C(F)(F)F)n1
[51] CN(Cc1nccn1C)C(=O)C1CCC(=O)N(CCc2ccc(Cl)cc2)C1 (centres undefined)
[52] Cc1ccc(C)c(OCCCNC2CCCC2)c1C
[53] CC1CCCCN1CCCNC(=O)CN1C(=O)c2cccnc2Oc2ccc(Cl)cc21 (centres undefined)
[54] Cc1ccc(S(=O)(=O)NCCc2ccncc2)cc1
assay / compound	49	50	51	52	53	54
APOBEC3G inh	-1	-3	-3	-4	-4	-11
EBI2 block	-13	-6	-1	-6	-5	-6
MPTP block	1.4	-1.1	-2.5	-0.4	-1.2	-0.6
APOBEC3A inh	-2	-1	-1	2	-2	-1
CCR6 antag	5	-8	17	-3	2	1
CXCR6 inh	-12	-3	5	-4	2	2
Gli-Sufu block	19	-25	-1	24	2	-1
GRIN3A LBD mod	1	4	2	-1	0	-1

[55] CCc1nc2ccc(C(=O)N3CCN(c4ccccc4F)CC3)cc2nc1CC
[56] CC(C)(C)N(Cc1ccccc1)C(=O)COC(=O)CNS(=O)(=O)c1ccc2ccccc2c1
[57] COc1ccc(/C=C/C(=O)Nc2cccc(F)c2)cc1S(=O)(=O)N1CCOCC1
[58] Cc1cc(/C=N/NC(=O)c2cccc([N+](=O)[O-])c2)c(C)n1-c1ccccc1
[59] CC1=CC(C)(C)Nc2ccc(OC(=O)c3cccnc3)cc21
[60] COc1ccccc1Nc1nnc(SCc2cc(=O)n3cc(C)ccc3n2)s1
[61] CCN1CCN(C(=S)NC(=O)/C=C/c2cccs2)CC1
[62] CN(C)S(=O)(=O)c1ccc2c(c1)/C(=C/c1cc3c([nH]1)CCCC3)C(=O)N2
[63] Cc1cc(C)c(S(=O)(=O)N2CCOC2CNC(=O)C(=O)NCc2ccncc2)c(C)c1 (centres undefined)
assay / compound	55	56	57	58	59	60	61	62	63
APOBEC3G inh	-4	1	-5	-9	1	1	-7	-19	4
EBI2 block	-8	9	-1	1	-16	-14	-2	49*	8
MPTP block	1.3	-0.6	2.7	2.3	-1.0	6.6	-4.7	4.1	0.9
APOBEC3A inh	-2	0	0	-6	0	2	-1	-7	2
CCR6 antag	17	37	1	20	29	-10	3	21	5
CXCR6 inh	0	30	-3	1	21	-6	-7	13	-6
Gli-Sufu block	-15	-1	8	-44	5	-3	-2	-18	4
GRIN3A LBD mod	-1	-4	10*	-3	0	-3	0	-2	2

Copied from above (5 entries):
[59] CC1=CC(C)(C)Nc2ccc(OC(=O)c3cccnc3)cc21
[60] COc1ccccc1Nc1nnc(SCc2cc(=O)n3cc(C)ccc3n2)s1
[61] CCN1CCN(C(=S)NC(=O)/C=C/c2cccs2)CC1
[62] CN(C)S(=O)(=O)c1ccc2c(c1)/C(=C/c1cc3c([nH]1)CCCC3)C(=O)N2
[63] Cc1cc(C)c(S(=O)(=O)N2CCOC2CNC(=O)C(=O)NCc2ccncc2)c(C)c1 (centres undefined)
assay / compound	59	60	61	62	63
APOBEC3G inh	1	1	-7	-19	4
EBI2 block	-16	-14	-2	49*	8
MPTP block	-1.0	6.6	-4.7	4.1	0.9
APOBEC3A inh	0	2	-1	-7	2
CCR6 antag	29	-10	3	21	5
CXCR6 inh	21	-6	-7	13	-6
Gli-Sufu block	5	-3	-2	-18	4
GRIN3A LBD mod	0	-3	0	-2	2
